Screening results (PubChem BioAssay)
BioA inh: BioA (M. tuberculosis) enzyme inhibition; hit rate 0.096% among 360,000; purified M. tuberculosis BioA enzyme, plate reader; inhibition, % at 9.99 µM; in the data active = inhibition above about 40%
Numbers without * were called inactive.

SMILES	BioA inh
O=C(C[C@H]1CC[C@@H]2[C@H](COC[C@@H](O)CN2S(=O)(=O)c2ccc(Oc3ccccc3)cc2)O1)Nc1ccccc1	2.8
O=C(C[C@@H]1C[C@H]2c3cc(NC(=O)Nc4ccc(C(F)(F)F)cc4)ccc3O[C@H]2[C@H](CO)O1)NC1CCCCC1	0.0
CNC[C@@H]1Oc2c(NS(=O)(=O)c3ccc(OC)cc3)cccc2C(=O)N([C@H](C)CO)C[C@@H]1C	-1.4
C/C=C/[C@@H](CCn1cc([C@H](O)c2ccccc2)nn1)[Si](C)(C)c1ccc(OC)cc1	-0.9
CO[C@H]1CN(C)C(=O)c2cc(NC(=O)Nc3ccc(Cl)cc3)ccc2OC[C@H](C)N(C(=O)Nc2c(C)noc2C)C[C@H]1C	-1.1
CCCC(=O)Nc1ccc2c(c1)C(=O)N(C)C[C@H](OC)[C@@H](C)CN(C(=O)C1CCCC1)[C@@H](C)CO2	-2.3
C[C@@H]1CN([C@H](C)CO)C(=O)c2cc(C3=CCCC3)cnc2O[C@H]1CN(C)C(=O)Nc1ccc(C(F)(F)F)cc1	-1.0
C[C@H]1CN([C@@H](C)CO)C(=O)Cc2cc(NS(=O)(=O)c3ccc(F)cc3)ccc2O[C@@H]1CN(C)S(=O)(=O)c1cn(C)cn1	1.9
C[C@@H]1CN([C@@H](C)CO)C(=O)c2cc(C#CC3CCCCC3)cnc2O[C@@H]1CN(C)C(=O)C1CCCCC1	1.2
CO[C@@H]1CC[C@H]2CCOc3ccc(C#N)cc3C(=O)N(C)[C@H](C)C(=O)N(C)C[C@H]1O2	0.2
C[C@@H]1CCCCO[C@H](CN(C)S(=O)(=O)c2cn(C)cn2)[C@@H](C)CN([C@H](C)CO)C(=O)c2cc(NS(=O)(=O)c3ccc(F)cc3)ccc2O1	0.7
C[C@@H]1CCCCO[C@@H](CN(C)S(=O)(=O)c2ccccc2)[C@@H](C)CN([C@@H](C)CO)C(=O)c2cc(NC(=O)CCCN(C)C)ccc2O1	1.9
CCC(=O)Nc1ccc2c(c1)C(=O)N(C)[C@@H]1CC[C@H](CC(=O)N3CCc4ccccc4C3)O[C@@H]1CO2	3.2
CC(C)C#Cc1cnc2c(c1)C(=O)N([C@H](C)CO)C[C@H](C)[C@H](CN(C)C(=O)CN1CCOCC1)O2	-0.4
C/C=C/c1ccc([C@@H]2[C@@H](CNC(=O)CC)N(C(=O)CC)[C@H]2CO)cc1	4.1

The list goes on, overlapping the part above by two compounds.
SMILES	BioA inh
CC(C)C#Cc1cnc2c(c1)C(=O)N([C@H](C)CO)C[C@H](C)[C@H](CN(C)C(=O)CN1CCOCC1)O2	-0.4
C/C=C/c1ccc([C@@H]2[C@@H](CNC(=O)CC)N(C(=O)CC)[C@H]2CO)cc1	4.1
CN1C(=O)c2cc(NC(=O)c3cnccn3)ccc2OC[C@H]2O[C@H](CC(=O)NCC3CCCCC3)CC[C@@H]21	1.0
CO[C@H]1CN(C)C(=O)c2cccc(C#N)c2OCC[C@H]2CC[C@@H](OC)[C@H](CN(C)C(=O)[C@@H]1C)O2	-0.8
CO[C@@H]1CN(C)C(=O)c2cc(NC(=O)Nc3ccccc3)ccc2OC[C@@H](C)NC[C@@H]1C	-1.3
O=C(Nc1ccc2c(c1)OCO2)N[C@@H]1CC[C@@H](CCNC(=O)C2CCCCC2)O[C@H]1CO	-2.6
O=C(C[C@@H]1C[C@H]2c3cc(NC(=O)c4cccnc4)ccc3O[C@H]2[C@H](CO)O1)NC1CCCCC1	0.9
C[C@@H]1CN([C@@H](C)CO)C(=O)c2cc(NS(=O)(=O)c3cn(C)cn3)ccc2O[C@@H]1CN(C)C(=O)Nc1cccc2ccccc12	-1.6
Cc1ccc(S(=O)(=O)Nc2cccc3c2O[C@@H](CN(C)Cc2ccncc2)[C@H](C)CN([C@H](C)CO)C3=O)cc1	-2.2
CCNC(=O)[C@H]1[C@H](CO)[C@H]2Cn3c(ccc(-c4cccnc4)c3=O)[C@H]2N1Cc1ccc2c(c1)OCO2	18
COC(=O)[C@H]1[C@H](CO)[C@H]2Cn3c(ccc(-c4ccccc4)c3=O)[C@H]2N1Cc1ccccn1	-1.7
C[C@@H]1CN([C@@H](C)CO)C(=O)c2cc(NC(=O)C3CC3)ccc2O[C@H]1CN(C)S(=O)(=O)c1ccc(Cl)cc1	-1.5
CN1C(=O)c2cc(NC(=O)c3cccc(F)c3)ccc2OC[C@@H]2O[C@@H](CC(=O)NCc3ccccc3)CC[C@H]21	5.1
C[C@@H]1CN([C@@H](C)CO)S(=O)(=O)c2ccc(C#Cc3ccccc3)cc2O[C@H]1CN(C)S(C)(=O)=O	-0.7
C[C@H](CO)N1C[C@H](C)[C@@H](CN(C)C(=O)Nc2ccc3c(c2)OCO3)Oc2ccc(NC(=O)c3ccncc3)cc2C1=O	5.8
COc1ccc(CN(C)C[C@H]2Oc3ccc(NS(C)(=O)=O)cc3C(=O)N([C@H](C)CO)C[C@@H]2C)cc1	-1.4
CCC(=O)N1[C@@H]2c3ccc(-c4ccc(F)cc4)c(=O)n3C[C@H]1[C@H](CO)[C@H]2C(=O)OC	-0.3
COCC(=O)N1C[C@H](C)[C@H](OC)CN(C)C(=O)c2ccc(NC(=O)C3CCC3)cc2OC[C@@H]1C	-0.4
Cc1ccc(S(=O)(=O)N(C)C[C@H]2OCCCC[C@@H](C)Oc3ccc(N(C)C)cc3C(=O)N([C@@H](C)CO)C[C@H]2C)cc1	-0.8
CNC(=O)C[C@@H]1CC[C@@H]2[C@H](COC[C@@H](O)CN2C(=O)Nc2ccc3c(c2)OCO3)O1	12
CCCC#Cc1cnc2c(c1)C(=O)N([C@@H](C)CO)C[C@H](C)[C@@H](CN(C)C(=O)c1ccccc1)O2	-2.0
Cc1ccccc1-c1ccc2c(c1)O[C@H](CN(C)Cc1ccc(C(=O)O)cc1)[C@H](C)CN([C@H](C)CO)S2(=O)=O	3.8
CCS(=O)(=O)N[C@@H]1CC[C@@H](CC(=O)NC2Cc3ccccc3C2)O[C@@H]1CO	1.0
C[C@H](CO)N1C[C@H](C)[C@H](CN(C)C(=O)Nc2ccc(C(F)(F)F)cc2)Oc2ccc(N(C)C)cc2C1=O	-1.2
Cc1ccc(S(=O)(=O)N[C@@H]2CC[C@@H](CCNC(=O)c3ccccc3F)O[C@H]2CO)cc1	-3.5
O=C(C[C@@H]1CC[C@@H]2[C@H](COC[C@H](O)CN2C(=O)c2ccccc2F)O1)NCc1ccc(Cl)cc1	-0.7
COc1ccc(CN(C)C[C@@H]2Oc3ccc(NC(=O)Nc4ccccc4)cc3C(=O)N([C@H](C)CO)C[C@@H]2C)cc1	-3.6
C[C@@H](NC(=O)C[C@H]1C[C@@H]2c3cc(NC(=O)CN(C)C)ccc3O[C@@H]2[C@H](CO)O1)c1ccccc1	-0.5
Cc1ccc(S(=O)(=O)N(C)C[C@@H]2OCCCC[C@@H](C)Oc3ccc(NC(=O)NC4CCCCC4)cc3C(=O)N([C@H](C)CO)C[C@@H]2C)cc1	-3.1
C[C@H](CO)N1C[C@H](C)[C@H](CN(C)S(=O)(=O)c2ccc(Cl)cc2)Oc2ccc(NC(=O)Nc3ccc(F)cc3)cc2CC1=O	-2.9
C[C@H](CO)N1C[C@H](C)[C@@H](CN(C)S(=O)(=O)c2cccc(F)c2)Oc2ncc(-c3cccc(C(=O)N(C)C)c3)cc2C1=O	-2.0
CCCC#Cc1cnc2c(c1)C(=O)N([C@H](C)CO)C[C@H](C)[C@H](CN(C)C(=O)C1CCC1)O2	0.9
CO[C@@H]1CN(C)C(=O)c2cc(NC(=O)c3ccc4c(c3)OCO4)ccc2OC[C@H](C)NC[C@@H]1C	-0.1
CC(=O)N1CCCCN2[C@H](C1)[C@H](c1ccc(-c3ccc(C)cc3)cc1)[C@@H]2CO	-2.1
CC(C)NC(=O)Nc1ccc2c(c1)C(=O)N([C@H](C)CO)C[C@@H](C)[C@@H](CN(C)Cc1ccc(C(F)(F)F)cc1)O2	-2.5
CCCN1[C@H](C(=O)NCCCN(C)C)[C@@H](CO)[C@@H]2Cn3c(ccc(C4=CCCCC4)c3=O)[C@@H]21	-2.4
O=C(C[C@H]1CC[C@H]2[C@@H](COC[C@H](O)CN2C(=O)Nc2ccc(Cl)c(Cl)c2)O1)NCc1ccc(F)cc1	-0.5
C[C@@H]1CN([C@@H](C)CO)C(=O)c2cc(NS(=O)(=O)c3ccc(Cl)cc3)ccc2O[C@@H]1CN(C)S(=O)(=O)c1ccccc1	-1.9
O=C(c1ccc(F)cc1)N1C[C@@H]2[C@H](c3ccccc31)[C@H](CO)N2Cc1ccc2c(c1)OCO2	-3.4
Cc1noc(C)c1NC(=O)N(C)C[C@@H]1Oc2ccc(NC(=O)C3CCCCC3)cc2CC(=O)N([C@H](C)CO)C[C@H]1C	-1.4
O=C(c1ccc(F)cc1)N1[C@@H](CO)[C@@H]2c3ccccc3NC[C@@H]21	2.5
CCCC(O)C#Cc1cnc2c(c1)C(=O)N([C@H](C)CO)C[C@H](C)[C@H](CN(C)S(=O)(=O)c1cccc(F)c1)O2 (some centres not stated)	2.5
C[C@H](CO)N1C[C@H](C)[C@H](CN(C)C(=O)NC2CCCCC2)OCCCC[C@H](C)Oc2ccc(NC(=O)Nc3ccc4c(c3)OCO4)cc2C1=O	-0.4
O=C(Nc1ccccc1)N1C[C@@H]2[C@H](c3ccccc31)[C@@H](CO)N2C(=O)c1ccncc1	-2.9
O=C(NCC[C@@H]1CC[C@@H](NC(=O)C2CCCCC2)[C@@H](CO)O1)c1cnccn1	-0.8
C[C@@H]1CN([C@H](C)CO)C(=O)Cc2cc(NS(=O)(=O)c3ccc(Cl)cc3)ccc2O[C@@H]1CN(C)C(=O)Nc1cccc2ccccc12	-2.5
COc1ccc(CN(C)C[C@H]2Oc3ccc(NS(=O)(=O)c4ccc(OC)cc4)cc3C(=O)N([C@H](C)CO)C[C@@H]2C)cc1	1.6
O=C(C[C@H]1CC[C@H]2[C@@H](COC[C@@H](O)CN2C(=O)c2ccncc2)O1)NC1CCC1	-0.8
C[C@@H]1CN([C@@H](C)CO)C(=O)c2cc(C#CC3CC3)cnc2O[C@@H]1CN(C)S(=O)(=O)c1cccc(F)c1	0.2
C[C@@H]1CN([C@@H](C)CO)C(=O)c2cc(-c3ccccc3)cnc2O[C@H]1CN(C)C(=O)Nc1ccccc1F	0.1
CC(C)NC(=O)Nc1ccc2c(c1)C(=O)N(C)[C@@H]1CC[C@@H](CC(=O)NCC(F)(F)F)O[C@H]1CO2	-8.5
C[C@@H]1CN([C@H](C)CO)C(=O)c2cc(NC(=O)CCC(F)(F)F)ccc2O[C@H]1CN(C)C(=O)NC1CCCCC1	-2.1
N#C[C@@H]1[C@@H](c2ccc(-c3ccccc3)cc2)[C@H](CO)N1C(=O)Cc1ccccc1	-4.5
COc1ccc(S(=O)(=O)N(C)C[C@@H]2OCCCC[C@H](C)Oc3ccc(NC(=O)NC(C)C)cc3C(=O)N([C@H](C)CO)C[C@@H]2C)cc1	-2.7
CO[C@@H]1CN(C)C(=O)c2ccc(NS(=O)(=O)c3cn(C)cn3)cc2OC[C@H](C)N(CC2CC2)C[C@H]1C	0.0
C[C@@H]1CN([C@@H](C)CO)C(=O)c2cc(NC(=O)C3CC3)ccc2O[C@H]1CN(C)Cc1ccncc1	-0.5
COc1cccc(S(=O)(=O)N2CC[C@@H]3[C@@H](CO)Nc4ccc(-c5ccc(C#N)cc5)cc4[C@@H]32)c1	-1.4
O=C(C[C@H]1CC[C@H]2[C@@H](COC[C@@H](O)CN2C(=O)c2ccccn2)O1)N1CCN(c2ccccc2)CC1	0.0
C[C@@H]1CCCCO[C@@H](CN(C)C(=O)NC2CCCCC2)[C@H](C)CN([C@H](C)CO)C(=O)c2cc(NC(=O)Nc3ccc4c(c3)OCO4)ccc2O1	6.3
Cc1noc(C)c1NC(=O)Nc1ccc2c(c1)C(=O)N([C@@H](C)CO)C[C@@H](C)[C@H](CN(C)S(C)(=O)=O)O2	1.2
O=C(C[C@@H]1C[C@H]2c3cc(NC(=O)Nc4ccccc4F)ccc3O[C@H]2[C@H](CO)O1)NCC1CC1	0.4
COc1ccc(NC(=O)Nc2cccc3c2O[C@@H](CN(C)CC2CCCCC2)[C@@H](C)CN([C@@H](C)CO)C3=O)cc1	-1.7

Structures shown so far with a Cl atom (seven):
SMILES	BioA inh
CO[C@H]1CN(C)C(=O)c2cc(NC(=O)Nc3ccc(Cl)cc3)ccc2OC[C@H](C)N(C(=O)Nc2c(C)noc2C)C[C@H]1C	-1.1
C[C@@H]1CN([C@@H](C)CO)C(=O)c2cc(NC(=O)C3CC3)ccc2O[C@H]1CN(C)S(=O)(=O)c1ccc(Cl)cc1	-1.5
O=C(C[C@@H]1CC[C@@H]2[C@H](COC[C@H](O)CN2C(=O)c2ccccc2F)O1)NCc1ccc(Cl)cc1	-0.7
C[C@H](CO)N1C[C@H](C)[C@H](CN(C)S(=O)(=O)c2ccc(Cl)cc2)Oc2ccc(NC(=O)Nc3ccc(F)cc3)cc2CC1=O	-2.9
O=C(C[C@H]1CC[C@H]2[C@@H](COC[C@H](O)CN2C(=O)Nc2ccc(Cl)c(Cl)c2)O1)NCc1ccc(F)cc1	-0.5
C[C@@H]1CN([C@@H](C)CO)C(=O)c2cc(NS(=O)(=O)c3ccc(Cl)cc3)ccc2O[C@@H]1CN(C)S(=O)(=O)c1ccccc1	-1.9
C[C@@H]1CN([C@H](C)CO)C(=O)Cc2cc(NS(=O)(=O)c3ccc(Cl)cc3)ccc2O[C@@H]1CN(C)C(=O)Nc1cccc2ccccc12	-2.5

Later entries:
SMILES	BioA inh
O=C(C[C@@H]1C[C@@H]2c3cc(NC(=O)c4cccnc4)ccc3O[C@@H]2[C@H](CO)O1)NCc1ccccc1	13
Cc1noc(C)c1NC(=O)Nc1ccc2c(c1)C(=O)N([C@@H](C)CO)C[C@@H](C)[C@H](CN(C)Cc1ccc3c(c1)OCO3)O2	2.8
Cc1noc(C)c1NC(=O)NCC[C@H]1CC[C@@H](NC(=O)Nc2cccc(Cl)c2)[C@@H](CO)O1	1.2
Cn1cnc(S(=O)(=O)N2CC[C@@H]3[C@H](CO)Nc4ccc(C#Cc5cccc(F)c5)cc4[C@@H]32)c1	18
CN1C(=O)c2cc(NS(=O)(=O)c3cccc(F)c3)ccc2OC[C@@H]2O[C@@H](CC(=O)NCCN3CCCCC3)CC[C@H]21	-2.6

This is a subset, so the mix of outcomes need not match the whole.
